CSN inh = inhibitors of human CSN-mediated cullin deneddylation; Purified CSN, SCF-Nedd8-OG deneddylation, fluorescence polarization; 360,000 compounds, 0.38% hits; inhibition, % at 12.5 µM; AID 651999;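 active = pattern-corrected inhibition above about 35%, with an unprinted fluorescence ratio check between 0.5 and 1.5, limit read from the data, passing the limit was not always enough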;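 also: 0% = enzyme with substrate and 100% = substrate without enzyme; some results filed as inactive read as strong as hits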
Target sequence (Q92905 whole entry, looked up, one chain of several): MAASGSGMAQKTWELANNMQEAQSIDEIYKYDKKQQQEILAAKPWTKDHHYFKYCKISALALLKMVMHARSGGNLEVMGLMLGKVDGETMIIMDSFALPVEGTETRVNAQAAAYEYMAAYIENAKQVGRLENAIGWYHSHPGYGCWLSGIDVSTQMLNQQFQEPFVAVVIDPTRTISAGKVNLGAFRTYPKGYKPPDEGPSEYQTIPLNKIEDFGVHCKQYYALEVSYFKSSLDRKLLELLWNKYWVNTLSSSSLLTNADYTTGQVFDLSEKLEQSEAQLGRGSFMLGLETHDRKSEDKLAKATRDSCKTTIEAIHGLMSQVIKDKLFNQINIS
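Detection – fluorescence polarization · System – HEK293T-derived human Csn5 enzyme · Controls – substrate-only high control, full reaction low control · Timing – 90 min, room temperature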
MT1-MMP act inh = MT1-MMP (human) activation inhibition | P50281 | HT1080 RFP-PRO-GFP cells, GFP/RFP ratio fluorescence, overnight; percent of plate control window, DMSO zero | GFP/RFP ratio change, % at 20 µM | AID 651647 | 360,000 compounds, 0.061% hits;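 active = GFP/RFP ratio change of at least 30% with cell ATP level not reduced by more than half and red fluorescence within 50% of control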; also: strong numbers were not always called active
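Assay system: HT1080 RFP-PRO-GFP cells. Benchmarks: DMSO vehicle wells and RFP-L50D-GFP reporter cell wells. Times: overnight cell settling, then overnight compound exposure, 37 °C, 5% CO2. Compound: 20 µM single dose, 1% DMSO. Read-out basis: GFP/RFP fluorescence ratio.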
FAS-TE inh = inhibitors of human fatty acid synthase thioesterase domain | recombinant FAS-TE, OMFH fluorogenic substrate, fluorescence endpoint | P49327 | AID 602261 | 360,000 compounds, 0.67% hits | inhibition, % at 15 µM;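 active = compounds whose normalised, plate-corrected inhibition of enzyme fluorescence in the single-dose primary screen is 50% or more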;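 also: 0% = DMSO with enzyme and 100% = substrate without enzyme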
MsrA act = activates bovine MsrA enzyme | purified bovine MsrA, absorbance read-out | activation, % at 10.6 µM | 360,000 compounds, 0.3% hits; in the data active = activation above about 7.5%;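 also: 0% = vehicle and 100% = reference activator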
Rpn11 block = inhibitors of human proteasome Rpn11; O00487; human 26S proteasome, Ub4-pepOG fluorescence polarization; 20S core pre-blocked with epoxomicin; calls only at 20 µM; 360,000 compounds, 0.59% hits;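 active = inhibition at 20 µM, scaled to each plate's controls, above about 33%, limit read from the data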
eLon inh = inhibits E. coli Lon protease. P0A9M0. purified E. coli Lon protease, fluorescence polarization. inhibition, % at 7.94 µM. 360,000 compounds, 0.42% hits. AID 602123; in the data active = inhibition above about 13%, passing the limit was not always enough;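 also: 0% = enzyme with probe and DMSO and 100% = no enzyme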
Target sequence (P0A9M0 whole entry, looked up): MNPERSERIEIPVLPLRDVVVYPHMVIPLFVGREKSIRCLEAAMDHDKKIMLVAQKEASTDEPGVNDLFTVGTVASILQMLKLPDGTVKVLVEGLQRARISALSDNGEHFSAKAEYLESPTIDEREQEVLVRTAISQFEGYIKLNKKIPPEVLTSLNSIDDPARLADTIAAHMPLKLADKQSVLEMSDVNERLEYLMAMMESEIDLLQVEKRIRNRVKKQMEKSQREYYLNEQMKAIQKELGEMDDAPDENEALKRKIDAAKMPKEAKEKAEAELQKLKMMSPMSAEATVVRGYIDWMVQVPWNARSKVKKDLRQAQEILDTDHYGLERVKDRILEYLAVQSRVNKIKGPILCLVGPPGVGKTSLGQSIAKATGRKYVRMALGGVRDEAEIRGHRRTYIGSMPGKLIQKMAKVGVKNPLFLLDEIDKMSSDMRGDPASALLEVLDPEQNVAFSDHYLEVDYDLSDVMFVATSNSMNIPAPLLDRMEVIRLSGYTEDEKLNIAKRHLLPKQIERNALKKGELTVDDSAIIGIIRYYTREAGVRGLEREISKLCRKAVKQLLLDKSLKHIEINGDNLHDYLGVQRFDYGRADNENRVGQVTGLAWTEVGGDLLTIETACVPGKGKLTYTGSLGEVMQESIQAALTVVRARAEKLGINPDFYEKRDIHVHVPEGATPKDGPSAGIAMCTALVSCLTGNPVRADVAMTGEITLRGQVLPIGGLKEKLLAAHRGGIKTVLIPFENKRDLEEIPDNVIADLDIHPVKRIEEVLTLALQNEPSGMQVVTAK
PABP1 MLLE inh = inhibitors of microRNA-mediated deadenylation, human PABP1 MLLE binding. GST-MLLE / FITC-PAM2 fluorescence polarization. P11940. 360,000 compounds, 0.36% hits. AID 588489. inhibition, % at 20 µM; in the data active = inhibition above about 35%, passing the limit was not always enough;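 also: plate controls were DMSO wells with GST-MLLE for no effect and wells lacking GST-MLLE protein for full effect; some results filed as inactive read as strong as hits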
Rin1 Abl inh = inhibitors of human Rin1-Abl protein interaction; P00519+Q13671; TR-FRET Rin1/Abl binding, biochemical; inhibition, % at 7.35 µM; 360,000 compounds, 0.4% hits; AID 588664; in the data active = inhibition above about 5%, passing the limit was not always enough
MsrA inhibitor = bovine MsrA inhibition; 360,000 compounds, 0.75% hits; AID 651718; inhibition, % at 15.5 µM; purified bovine MsrA, absorbance read-out; in the data active = inhibition above about 4.5%;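 also: 0% = vehicle wells with enzyme and 100% = reference inhibitor wells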
* hit, by the source's call.

`CCCCNC(=O)CO/N=C(\C)c1cc2ccccc2o1` gave CSN inh -1, MT1-MMP act inh 1, FAS-TE inh -5, MsrA act -2, Rpn11 block inactive, eLon inh -2, PABP1 MLLE inh -8, Rin1 Abl inh 0 and MsrA inhibitor -0.3.
Cc1cccc(-n2c(C)n[nH]c2=S)c1C was read as CSN inh 2, MT1-MMP act inh 6, FAS-TE inh -8, MsrA act -2, Rpn11 block inactive, eLon inh -3, PABP1 MLLE inh 13, Rin1 Abl inh 1 and MsrA inhibitor -0.1.
For CCOC(=O)c1ccc(Nc2nc(-c3cccnc3)nc3ccccc23)cc1 the results were CSN inh 4, MT1-MMP act inh -10, FAS-TE inh -10, MsrA act -6, Rpn11 block inactive, eLon inh -14, PABP1 MLLE inh -10, Rin1 Abl inh -2 and MsrA inhibitor 1.1.
Screening Cc1csc(NC(=O)CSc2nnc(NC(=O)COc3ccccc3)s2)n1 returned CSN inh 0, MT1-MMP act inh -4, FAS-TE inh -9, MsrA act -4, Rpn11 block inactive, eLon inh -2, PABP1 MLLE inh -2, Rin1 Abl inh 1 and MsrA inhibitor 0.6.
`COc1cccc(C(c2nnnn2C(C)(C)C)N2CCN(C3CCCCC3)CC2)c1OC` (configuration not stated) gave CSN inh -4, MT1-MMP act inh 3, FAS-TE inh 0, MsrA act -13, Rpn11 block inactive, eLon inh 7, PABP1 MLLE inh -4, Rin1 Abl inh -4 and MsrA inhibitor -0.5.
For N#Cc1ccc(COC(=O)c2ccc3c(=O)[nH]c(CN4CCOCC4)nc3c2)cc1 the results were CSN inh 2, MT1-MMP act inh -3, FAS-TE inh -6, MsrA act 1, Rpn11 block inactive, eLon inh 6, PABP1 MLLE inh -2, Rin1 Abl inh -2 and MsrA inhibitor -0.1.
`CCCC1(C(=O)OC)NC(c2ccco2)C2C(=O)N(c3ccc(C)cc3)C(=O)C21` (configuration not stated) gave CSN inh 1, MT1-MMP act inh 0, FAS-TE inh -6, MsrA act -4, Rpn11 block inactive, eLon inh -7, PABP1 MLLE inh -4, Rin1 Abl inh -1 and MsrA inhibitor 0.6.
CCOc1ccc(CNC(=O)Cn2ccc3cc(S(=O)(=O)N4CCCC4)ccc32)cc1 was read as CSN inh 3, MT1-MMP act inh 1, FAS-TE inh 6, MsrA act -3, Rpn11 block inactive, eLon inh 0, PABP1 MLLE inh 9, Rin1 Abl inh 3 and MsrA inhibitor 1.8.
O=C(C1CCCCC1)N1CCC(c2nc3c(nnn3Cc3ccccc3Cl)c(=O)[nH]2)CC1 was read as CSN inh -1, MT1-MMP act inh -1, FAS-TE inh -3, MsrA act -2, Rpn11 block inactive, eLon inh 1, PABP1 MLLE inh 3, Rin1 Abl inh -1 and MsrA inhibitor -1.6.
O=C(Cn1cnc2c(nnn2Cc2ccc(F)cc2)c1=O)NCC1CCCO1 (configuration not stated) was read as CSN inh -5, MT1-MMP act inh 7, FAS-TE inh -2, MsrA act -11, Rpn11 block inactive, eLon inh -5, PABP1 MLLE inh 8, Rin1 Abl inh -2 and MsrA inhibitor -0.7.
`COc1ccccc1NC(=O)Cn1cnc2c(oc3nc4c(cc32)CCCC4)c1=O` gave CSN inh 3, MT1-MMP act inh 4, FAS-TE inh 4, MsrA act -2, Rpn11 block inactive, eLon inh -4, PABP1 MLLE inh 3, Rin1 Abl inh 0 and MsrA inhibitor -0.6.
For Cn1nnnc1SCCNCc1ccncc1 the results were CSN inh -8, MT1-MMP act inh -2, FAS-TE inh -7, MsrA act -2, Rpn11 block inactive, eLon inh 2, PABP1 MLLE inh 3, Rin1 Abl inh -1 and MsrA inhibitor -0.7.
For C=CCOc1ccc(-c2nc3c(c(=O)[nH]c(=O)n3CCCC)n2C)cc1Br the results were CSN inh 1, MT1-MMP act inh 5, FAS-TE inh -2, MsrA act -2, Rpn11 block inactive, eLon inh -1, PABP1 MLLE inh 1, Rin1 Abl inh 2 and MsrA inhibitor -0.7.
Screening CC1(C)NC(=O)N(CC(=O)OCC(=O)Nc2c(Br)cc([N+](=O)[O-])cc2Br)C1=O returned CSN inh -3, MT1-MMP act inh -1, FAS-TE inh -2, MsrA act -1, Rpn11 block inactive, eLon inh 5, PABP1 MLLE inh -13, Rin1 Abl inh 2 and MsrA inhibitor -0.1.
CCCOc1ccc(-c2c(C(=O)N/N=C/c3ccc(OC)cc3)nnn2-c2nonc2N)cc1 was read as CSN inh -9, MT1-MMP act inh 2, FAS-TE inh 16, MsrA act -2, Rpn11 block inactive, eLon inh -10, PABP1 MLLE inh 7, Rin1 Abl inh 0 and MsrA inhibitor 1.9.
COC(=O)Nc1ccc(S(=O)(=O)N2CCCC(C(=O)N3CCCCCC3)C2)cc1 (configuration not stated) was read as CSN inh -4, MT1-MMP act inh 2, FAS-TE inh -6, MsrA act -4, Rpn11 block inactive, eLon inh -12, PABP1 MLLE inh 7, Rin1 Abl inh 0 and MsrA inhibitor -0.6.
Screening O=C(COC(=O)c1ccccc1O)NC(c1ccccc1)c1ccccc1 returned CSN inh -5, MT1-MMP act inh 4, FAS-TE inh 0, MsrA act 0, Rpn11 block inactive, eLon inh 4, PABP1 MLLE inh 20, Rin1 Abl inh -3 and MsrA inhibitor 1.0.
S=C(NC1CCCCC1)N1CCN(Cc2ccccc2Cl)CC1 was read as CSN inh 2, MT1-MMP act inh 2, FAS-TE inh 5, MsrA act -2, Rpn11 block inactive, eLon inh 0, PABP1 MLLE inh -123, Rin1 Abl inh -2 and MsrA inhibitor 0.1.
Screening COc1ccccc1C(=O)NC(=O)CSc1ccc(C)c(C)c1 returned CSN inh -2, MT1-MMP act inh 0, FAS-TE inh 13, MsrA act -2, Rpn11 block inactive, eLon inh 11, PABP1 MLLE inh -3, Rin1 Abl inh 0 and MsrA inhibitor -0.4.
`Cc1cc2nnc(SCC(=O)N3CCN(c4ccccc4)CC3)n2c(N)n1` gave CSN inh 5, MT1-MMP act inh 1, FAS-TE inh 0, MsrA act 0, Rpn11 block inactive, eLon inh -2, PABP1 MLLE inh -20, Rin1 Abl inh 1 and MsrA inhibitor -1.2.
For O=C(COC(=O)CCC(NC(=O)OCc1ccccc1)C(=O)OCC(=O)Nc1ccccc1)Nc1ccccc1 (configuration not stated) the results were CSN inh -1, MT1-MMP act inh 1, FAS-TE inh 17, MsrA act -4, Rpn11 block inactive, eLon inh 4, PABP1 MLLE inh -4, Rin1 Abl inh 0 and MsrA inhibitor -1.0.
For COc1cccc(CN(C(=O)c2ccccc2)C2CCS(=O)(=O)C2)c1 (configuration not stated) the results were CSN inh 3, MT1-MMP act inh -1, FAS-TE inh -2, MsrA act -1, Rpn11 block inactive, eLon inh -10, PABP1 MLLE inh -2, Rin1 Abl inh 0 and MsrA inhibitor 0.6.
C#CCOCCOCCOCCNc1nc(N2CCN(C(=O)Cn3cc(CCO)nn3)CC2)nc(N2CCN(C(=O)[C@H](CCCCN)n3cc(CCCC)nn3)CC2)n1 was read as CSN inh -6, MT1-MMP act inh -4, FAS-TE inh -5, MsrA act 0, Rpn11 block inactive, eLon inh 2, PABP1 MLLE inh 1, Rin1 Abl inh 3 and MsrA inhibitor 2.0.
COc1cc(CNCCN(C)C)ccc1OCc1c(F)cccc1Cl was read as CSN inh -1, MT1-MMP act inh 8, FAS-TE inh 0, MsrA act -14, Rpn11 block inactive, eLon inh -3, PABP1 MLLE inh 5, Rin1 Abl inh 0 and MsrA inhibitor 0.3.
Screening CC1CCCCN1CCCNc1ccc(C(CC(N)=O)NC(=O)Cc2ccc(Cl)cc2)cc1[N+](=O)[O-] (configuration not stated) returned CSN inh 1, MT1-MMP act inh 0, FAS-TE inh 0, MsrA act -1, Rpn11 block inactive, eLon inh -6, PABP1 MLLE inh -7, Rin1 Abl inh -1 and MsrA inhibitor 0.5.
CC(C)/C=C1\CCCCC1N(C)C(=O)NC(C)C (configuration not stated) was read as CSN inh 1, MT1-MMP act inh 3, FAS-TE inh -3, MsrA act 2, Rpn11 block inactive, eLon inh -9, PABP1 MLLE inh -12, Rin1 Abl inh -1 and MsrA inhibitor -0.9.
For COc1ccc(NC(=O)CSc2nc3[nH]ncc3c(=O)n2-c2ccccc2OC)cc1OC the results were CSN inh 6, MT1-MMP act inh 2, FAS-TE inh -19, MsrA act -7, Rpn11 block inactive, eLon inh 1, PABP1 MLLE inh -2, Rin1 Abl inh 3 and MsrA inhibitor 0.5.
NC(=O)c1ccc(Oc2ccc3c(c2)CCC3)c([N+](=O)[O-])c1 was read as CSN inh 4, MT1-MMP act inh -4, FAS-TE inh 8, MsrA act -1, Rpn11 block inactive, eLon inh -11, PABP1 MLLE inh 7, Rin1 Abl inh 1 and MsrA inhibitor 1.6.
`Cc1ccc(S(=O)(=O)NC(=O)Nc2cccc([N+](=O)[O-])c2)cc1` gave CSN inh 5, MT1-MMP act inh -1, FAS-TE inh -3, MsrA act -3, Rpn11 block inactive, eLon inh 0, PABP1 MLLE inh -4, Rin1 Abl inh 0 and MsrA inhibitor 0.6.
`Cn1c2ccccc2c2nnc(SCC(=O)Nc3ccccc3F)nc21` gave CSN inh 6, MT1-MMP act inh 2, FAS-TE inh 9, MsrA act -1, Rpn11 block inactive, eLon inh -7, PABP1 MLLE inh -4, Rin1 Abl inh 0 and MsrA inhibitor -0.4.
For O=C(O)c1cc2ccccc2[nH]1 the results were CSN inh 2, MT1-MMP act inh 0, FAS-TE inh -7, MsrA act -12, Rpn11 block inactive, eLon inh 3, PABP1 MLLE inh 4, Rin1 Abl inh 1 and MsrA inhibitor 0.3.
`CCCC(=O)NC(c1ccco1)c1cc([N+](=O)[O-])c2cccnc2c1O` (configuration not stated) gave CSN inh 0, MT1-MMP act inh -24, FAS-TE inh 1, MsrA act 2, Rpn11 block inactive, eLon inh 8, PABP1 MLLE inh 19, Rin1 Abl inh 9.3* and MsrA inhibitor 1.4.

Compounds above that have bromine (two):
For C=CCOc1ccc(-c2nc3c(c(=O)[nH]c(=O)n3CCCC)n2C)cc1Br the results were CSN inh 1, MT1-MMP act inh 5, FAS-TE inh -2, MsrA act -2, Rpn11 block inactive, eLon inh -1, PABP1 MLLE inh 1, Rin1 Abl inh 2 and MsrA inhibitor -0.7.
Screening CC1(C)NC(=O)N(CC(=O)OCC(=O)Nc2c(Br)cc([N+](=O)[O-])cc2Br)C1=O returned CSN inh -3, MT1-MMP act inh -1, FAS-TE inh -2, MsrA act -1, Rpn11 block inactive, eLon inh 5, PABP1 MLLE inh -13, Rin1 Abl inh 2 and MsrA inhibitor -0.1.

Three records picked at random from the list so far:
CC(C)/C=C1\CCCCC1N(C)C(=O)NC(C)C (configuration not stated) was read as CSN inh 1, MT1-MMP act inh 3, FAS-TE inh -3, MsrA act 2, Rpn11 block inactive, eLon inh -9, PABP1 MLLE inh -12, Rin1 Abl inh -1 and MsrA inhibitor -0.9.
Screening CC1CCCCN1CCCNc1ccc(C(CC(N)=O)NC(=O)Cc2ccc(Cl)cc2)cc1[N+](=O)[O-] (configuration not stated) returned CSN inh 1, MT1-MMP act inh 0, FAS-TE inh 0, MsrA act -1, Rpn11 block inactive, eLon inh -6, PABP1 MLLE inh -7, Rin1 Abl inh -1 and MsrA inhibitor 0.5.
`CCCC(=O)NC(c1ccco1)c1cc([N+](=O)[O-])c2cccnc2c1O` (configuration not stated) gave CSN inh 0, MT1-MMP act inh -24, FAS-TE inh 1, MsrA act 2, Rpn11 block inactive, eLon inh 8, PABP1 MLLE inh 19, Rin1 Abl inh 9.3* and MsrA inhibitor 1.4.

From PubChem BioAssay
